IMPase cell inh = qHTS Assay for Identifying the Cell-Membrane Permeable IMPase Inhibitors | inhibition (IP1 accumulation), % at 46.1 µM | AID 901, 2007 | CHO-M1 cells, IP1 accumulation, HTRF TR-FRET ratio | Inositol monophosphatase 1 (Rattus norvegicus), P97697 | 120,000 tested, under 10 active; active = well fitted curve in the direction sought with a large enough effect in the signal ratio, not every such curve was filed as active; inconclusive = small, poorly fitted or top-dose-only effect, or a change in a side signal; inactive = no such curve, though single readings can be large or run the other way; the % refers to the signal ratio;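 note: cells stimulated with carbachol in lithium chloride buffer; plate controls were DMSO basal wells for no effect and reference inhibitor wells for full effect; higher means more IMPase inhibition seen as more IP1 and lower FRET ratio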
Target sequence (P97697 whole entry, looked up): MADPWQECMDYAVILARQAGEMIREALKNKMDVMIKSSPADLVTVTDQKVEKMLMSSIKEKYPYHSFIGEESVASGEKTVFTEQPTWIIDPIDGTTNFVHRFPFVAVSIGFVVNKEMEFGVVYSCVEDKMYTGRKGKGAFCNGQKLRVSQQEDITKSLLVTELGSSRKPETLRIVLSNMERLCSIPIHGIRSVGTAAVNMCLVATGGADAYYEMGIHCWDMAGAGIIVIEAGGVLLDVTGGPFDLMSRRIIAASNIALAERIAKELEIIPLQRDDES
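The IP-One HTRF competitive assay in carbachol-stimulated CHO-M1 cells quantifies cellular IP1. Compounds spanned up to 46 uM final, and activity is expressed as AC50 from concentration-response fits of the ratio and donor data.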
12-hLO inh = qHTS Assay for Inhibitors of 12-hLO (12-human lipoxygenase); Polyunsaturated fatty acid lipoxygenase ALOX12 (Homo sapiens), P18054; purified 12-hLO, xylenol orange hydroperoxide absorbance; Potency, µM (series often up to 57.1 µM), for the others: top-dose activity change, negative = inhibition, hits mostly inhibitors; 0.12% of 150,000 active; AID 1452, 2008; note: potency is the fitted concentration of half-maximal effect; nearly all actives have a fitted effect of over 55% in size; many of its hits are not listed in these tables
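Purified human 12hLO (150 nM), preincubated 15 min with compound, then 40 uM arachidonic acid for 30 min, room temperature, Hepes pH 7.0 with 0.01% Triton X-100. Hydroperoxide detected by ferrous iron/xylenol orange; 573/405 nm absorbance ratio gives reaction progress.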
ALOX15B inhib = qHTS Assay for Inhibitors of 15-hLO-2 (15-human lipoxygenase 2). Polyunsaturated fatty acid lipoxygenase ALOX15B (Homo sapiens), O15296. purified 15hLO-2, xylenol orange hydroperoxide absorbance. AID 881, 2007. Potency, µM (titrated, usually from 57.1 µM), without a hit: at the highest dose activity change, negative = inhibition, usual class: inhibitors. 0.56% of 110,000 active; note: potency is the fitted concentration of half-maximal effect; nearly all actives have a fitted effect of over 60% in size; many of its hits are not listed in these tables
Target sequence (O15296 whole entry, looked up): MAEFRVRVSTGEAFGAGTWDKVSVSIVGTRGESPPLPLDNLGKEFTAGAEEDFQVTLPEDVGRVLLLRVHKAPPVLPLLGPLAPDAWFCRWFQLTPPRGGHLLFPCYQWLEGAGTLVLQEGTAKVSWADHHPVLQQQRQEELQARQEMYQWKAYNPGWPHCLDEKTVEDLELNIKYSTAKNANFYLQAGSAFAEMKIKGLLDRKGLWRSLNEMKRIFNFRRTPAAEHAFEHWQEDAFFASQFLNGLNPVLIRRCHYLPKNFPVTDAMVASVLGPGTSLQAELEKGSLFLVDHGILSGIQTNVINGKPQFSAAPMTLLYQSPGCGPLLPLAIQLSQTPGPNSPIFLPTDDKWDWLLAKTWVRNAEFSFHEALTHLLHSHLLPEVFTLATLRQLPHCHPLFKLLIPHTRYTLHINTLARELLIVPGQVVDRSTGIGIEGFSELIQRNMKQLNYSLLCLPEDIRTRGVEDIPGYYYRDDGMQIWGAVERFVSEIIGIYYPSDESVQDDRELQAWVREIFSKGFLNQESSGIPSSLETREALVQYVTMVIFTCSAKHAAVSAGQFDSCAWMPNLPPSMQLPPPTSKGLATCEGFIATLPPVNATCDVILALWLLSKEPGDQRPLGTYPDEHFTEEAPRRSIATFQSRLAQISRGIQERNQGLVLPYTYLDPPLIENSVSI
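Purified human 15hLO-2 (50 nM) preincubated 15 min with compound, then 45 uM arachidonic acid for 90 min at RT in 25 mM Hepes pH 7.5, 0.01% Triton X-100. Hydroperoxide detected by Fe-xylenol orange; 573/405 nm absorbance ratio.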
PNC inhibitor = High Content Assay for Compounds that inhibit the Assembly of the Perinucleolar Compartment | activity change (PNC), negative = inhibition, % at 10 µM | PC3M PTB-GFP, PNC prevalence imaging, 16 h; active compounds read low | 3.1% of 140,000 active | AID 2417, 2010;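 active = readout at or below -70, meaning at least 70% loss of cells showing the perinucleolar compartment, a nuclear body marking cancer cells; inconclusive = readout between -30 and a set limit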;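 note: plate controls were DMSO wells for no effect and camptothecin positive control wells for full effect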
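PC3M cells stably expressing PTB-GFP, 750–1000 cells/well, treated 16 h at 37 °C with compound (23 nl of library stock), in duplicate. After paraformaldehyde fixation and Hoechst stain, imaged at 20x; PNC prevalence scored by image analysis.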
Numbers without * were called inactive; ? = inconclusive; / = not tested or not shown; [ ] = remark or other dose. Unless noted, calls come from the whole dose curve; as a rule, active = well fitted curve in the direction sought with a large enough effect; inconclusive = small, poorly fitted or top-dose-only effect, or another doubt; inactive = no such curve, though single readings can be large; an effect the other way counts as inactive or inconclusive. Unless noted, % is set by controls: 0 for no effect and ±100 for the full control effect. Only part of the results is shown (hit frequency here may not be typical).

IMPase cell inh	12-hLO inh	ALOX15B inhib	PNC inhibitor	smiles
0	-5%	1%	?	O=S(=O)(NCCO)c1cccc2cccnc12
8	-4%	-1%	-15	CC(=O)Nc1ccc(NS(=O)(=O)c2ccc3ccccc3c2)cc1
-4	-7%	-7%	20	COc1cc(/C=N/NC(=O)COc2ccccc2C)ccc1OC(=O)c1cccs1
1	-3%	50%[activator]	20	Clc1cccc(/C=N/Nc2ncnc3ccccc23)c1
0[1.84 µM]	-5%	-4%[11.4 µM]	-19	C#CCn1c(S(=O)(=O)Cc2ccccc2Cl)nc(-c2ccccc2)c1-c1ccccc1
0	-9%	-4%	-9	CCCCOC(=O)NC1CCS(=O)(=O)C1 (stereo not drawn)
2	3%	-3%	-15	Cc1onc(-c2ccccc2)c1C(=O)N1CCN(CCc2ccccc2)CC1
/	1%	/	3	C/C(CC1CC(COCC(C)C)OC1=O)=N\NC(N)=S (stereo not drawn)
0	-1%	-7%	-22	CC(C)C(NC(=O)C1CCCCC1)C(=O)Nc1ccccn1 (stereo not drawn)
-1	1%	4%	-8	O=C(Nc1nnc(CCN2CCOCC2)s1)c1ccccc1
-7	-2%	4%	?	CCOC(=O)c1c(C)nc2ccccc2c1C
/	-1%[0.00818 µM]	26%[0.0915 µM]	/	CCN(CC)CC1CCN(c2ncc3ncnc(Nc4ccc(F)c(Cl)c4)c3n2)CC1
3	7%	/	-100*	O=C(O)C1CCCN1S(=O)(=O)c1ccc2ccccc2c1 (stereo not drawn)
7	6%	11%	72	CN(C)c1ccnc(-n2cccc2/C=N/OCc2ccc(F)cc2Cl)c1C#N
14	-2%	5%	?	COC(=O)c1ccc(N2CCN(S(=O)(=O)c3ccc(C)cc3)CC2)c([N+](=O)[O-])c1
-4	5%	-3%	19	COC(=O)COn1c(SC(C)C)nc2ccccc2c1=O
11	8%	9%[2.29 µM]	-14	CCN(CC)c1ccc(CNc2ccc(Br)cn2)cc1
-3	-3%	-1%	35	CCOC(=O)c1cccc(C(=O)OCC)n1
-4	1%	-11%	10	O=C(Nc1ncc2c(n1)-c1ccccc1CC2)c1ccccc1
?	0%	/	-100*	CCCCOc1ccc(C(=O)N2CCCC2C(=O)O)cc1 (stereo not drawn)
7	6%	0%	?	COc1ccc(OC)c(NC(=O)NCc2ccc(F)cc2)c1
1	-3%	2%	41	Cc1ccc2c(c1)C1(SCCS1)C(=O)N2
-14	?	?	?	O=C(COC(=O)c1cc(-c2cccs2)nc2ccccc12)NCc1ccco1
2	-3%	0%	23	O=C(COC(=O)c1ccco1)Nc1ccc(Br)cc1
?	0%	-3%	-4	O=c1oc(-c2ccccc2)nc2c1cnn2-c1ccccc1
4	1%	2%	?	Cc1cc(C)n2c(SCC(=O)Nc3c(C)n(C)n(-c4ccccc4)c3=O)nnc2n1
-16	-11%	-16%	44	CCCCOC(=S)NC(=O)c1sc2ccccc2c1Cl
17	-12%	1%	-2	O=S(=O)(c1cnc[nH]1)N1CCc2ccccc21
11	0%	-6%	-18	CCOCCOC(=O)C1=C(C)N(C)C(=O)NC1c1ccccc1Cl (stereo not drawn)
?	0%	17%	-16	CC1CCCC(N2C(=O)NC(NC(=O)c3ccco3)(C(F)(F)F)C2=O)C1C (stereo not drawn)
9	-9%	-2%	?	COc1ccc(-c2noc(C3CCCN(S(=O)(=O)c4cccc(Cl)c4)C3)n2)cc1OC (stereo not drawn)
-3	1%	-4%	6	COC(=O)C1=C(C)N(c2cccc(Cl)c2)C(=O)C1
5	3%	/	-13	CCOc1ccccc1CSc1nc2ccccc2[nH]1
4	-5%	-4%	4	CCc1c(C)sc(NC(=O)c2cc(CC(C)C)on2)c1C#N
/	-1%	/	?	CCCCCOc1ccc(C(=O)C(c2ccccc2)N2CCOCC2)cc1 (stereo not drawn)
/	-20%	/	?	O=S(=O)(Nc1cccc(-c2cn3cccnc3n2)c1)c1ccc(Cl)cc1
2	-1%	-8%	-15	CC(=O)C1=C(O)C(=O)N(c2nnn(C)n2)C1c1cccs1 (stereo not drawn)
/	2%[11.4 µM]	-1%[11.4 µM]	/	CN(C)CCCN1c2ccc(O)cc2Sc2ccc(Cl)cc21
15	-6%	-5%	-8	O=C(NC1CCCC1)c1ccc(COCC(F)(F)C(F)F)o1
14	8%	2%	21	COC(=O)Cn1c(=O)n(CCc2ccccc2)c(=O)c2c3c(sc21)CCCC3
2	0%	5%	?	CC1CCC(NC(=O)C2CCN(C(=O)NC3CCCCC3)CC2)CC1 (stereo not drawn)
2	8%	-1%	-27	Cc1csc(NC(=O)C2C3C=CC(C3)C2C(=O)O)n1 (stereo not drawn)
0	-7%	-1%	30	CCC(C)Sc1nc(O)cc(=O)[nH]1 (stereo not drawn)
-10	-3%	13%	40	Cc1cc(C(=O)NC(C)c2ccc3c(c2)OCO3)cs1 (stereo not drawn)
7	0%	/	-5	N/C(CCN1CCOCC1)=N/O
11	-11%	-17%	10	Cc1ccc(CN(C(=O)Cn2nnc3ccccc32)C(C(=O)NCc2ccco2)c2cccs2)cc1 (stereo not drawn)
-2	-4%	/	-8	Cc1ccc(-n2c(SCC(=O)N3CC(=O)Nc4ccccc43)nc3ccccc3c2=O)cc1C
-1	1%	10%	-9	O=C(c1cc2ccccc2o1)N1CCN=C1SCc1cccnc1
/	2%	/	-25	CC(=O)Nc1ccc(S(=O)(=O)NCC(=O)OCc2cc(=O)oc3ccc4ccccc4c23)cc1
-2	-7%	6%	?	C=CCN1C(=O)C2(C(C(=O)c3ccc(C)o3)=C(O)C(=O)N2CCCN2CCOCC2)c2ccccc21 (stereo not drawn)

Structures listed so far that bear a hit mark in PNC inhibitor.
IMPase cell inh	12-hLO inh	ALOX15B inhib	PNC inhibitor	smiles
3	7%	/	-100*	O=C(O)C1CCCN1S(=O)(=O)c1ccc2ccccc2c1 (stereo not drawn)
?	0%	/	-100*	CCCCOc1ccc(C(=O)N2CCCC2C(=O)O)cc1 (stereo not drawn)

Next section:
IMPase cell inh	12-hLO inh	ALOX15B inhib	PNC inhibitor	smiles
/	1%	/	41	CC(=O)OC[C@]1(OC(C)=O)C[C@@]23CC[C@H]4[C@@](C)(CCC[C@@]4(C)C(=O)O)[C@@H]2CC[C@@H]1C3
/	-5%[0.00818 µM]	11%[0.0915 µM]	/	Clc1ccc2ncnc(NCc3ccc4c(c3)OCO4)c2c1
-8	-4%	-9%	-16	CCCOc1ccc(/C=C/C(=O)Nc2ccc([N+](=O)[O-])cc2C)cc1
/	-4%	/	27	COc1cc(C(=O)NC2CCCCC2)ccc1OCc1ccc(Cl)cc1Cl
0	-5%	1%	-13	COc1ccc(-c2cc(C(=O)N3CCCc4ccccc43)no2)cc1
3	2%	4%	-28	COCCOc1nc2c(c(=O)n(C)c(=O)n2C)n1Cc1cccc(OC)c1
-2	-1%	-2%	-14	Cc1ccc(N(CC(N)=O)C2SC(=O)N(C)C2=O)cc1 (stereo not drawn)
5	5%	-3%	17	Cn1cccc1C(C(=O)NC1CCCCC1)N(C(=O)Cc1cccs1)C1CC1 (stereo not drawn)
/	0%	/	46	CCN(CC)S(=O)(=O)c1ccc(N2CCOCC2)c(NC(=O)Cc2cccc3ccccc23)c1
17	-27%	3%	-22	Cc1ccc(C(=O)c2cc(C)sc2NC(=O)CN2CCN(C(=O)c3ccco3)CC2)cc1
-11	-3%	/	34	COc1ccccc1NC(=S)Nc1cccc(F)c1
2	-23%	8%	-11	C/C(CC(=O)Nc1cccc(Cl)c1)=N\NC(=O)Cc1ccc(Cl)cc1
-7	-1%	/	-19	COc1ccc(C(=O)N2CCc3ccccc32)cc1
-1	-20%	-2%	13	CCN1CC=C2C(C#N)=C(N)C(C#N)(C#N)C(CCc3ccccc3)C2C1 (stereo not drawn)
/	-7%	/	-5	O=C(O)c1ccccc1NN=C1CCCCC1
/	0%	/	50	O=C(c1cccc(Cl)c1)N1CCC(=O)N(C(COCc2ccccc2)Cc2ccccc2)CC1 (stereo not drawn)
3	-1%	-18%	28	CC(CCc1ccccc1)NC(=O)CSc1nnnn1C (stereo not drawn)
/	-11%	/	-27	CCOc1ccccc1NC(=O)C1=C(C)NC(=S)NC1c1cccs1 (stereo not drawn)
9	-9%	-2%	15	CCCCN(C)C(=O)C1CCN(C/C(C)=C/c2ccccc2)CC1
/	3%	/	36	Cc1c(Cl)c(C(=O)N2CCCC2)nn1C
/	-9%	0%	/	COCCn1c(=O)c(C)nc2cnc(N3CCNCC3)nc21
13	-1%	-2%	4	CC(=O)n1cc(-c2ccncc2)c2ccccc21
-9	8%	3%	16	CN1CCN(S(=O)(=O)c2ccc3ccccc3c2)CC1
-3	1%	13%	-83*	Cc1cc(NC(=O)CSc2nc3c(sc4ccccc43)c(=O)n2CCCN2CCOCC2)n[nH]1
-1	-2%	3%	38	CCN(CC)c1ccc(C2=NNC(=O)CC2C)cc1[N+](=O)[O-] (stereo not drawn)
7	-7%	3%	37	CCOC(=O)C1CCCN(Cc2ccc(OCC)cc2)C1 (stereo not drawn)
7	-1%	7%	-4	CCn1c(N)nc2ccccc21
12	-6%	-8%	26	COc1ccc(OC)c(Nc2nc(N)nc(-c3cc4ccccc4o3)n2)c1
-1	0%	-7%	?	Cc1ccccc1NC(=O)CNc1ccccc1C(=O)NCc1ccco1
0	-3%	4%	?	COc1cccc(NC(=O)Cn2c(=O)c3c(ncn3Cc3ccccc3)n(Cc3ccccc3)c2=O)c1
19	-4%	/	8	COc1cccc(OCc2cc(C3Nc4ccccc4C(=O)N3Cc3ccco3)ccc2OC)c1 (stereo not drawn)

Entries from the list above that have an aryl methoxy group:
IMPase cell inh	12-hLO inh	ALOX15B inhib	PNC inhibitor	smiles
-4	-7%	-7%	20	COc1cc(/C=N/NC(=O)COc2ccccc2C)ccc1OC(=O)c1cccs1
7	6%	0%	?	COc1ccc(OC)c(NC(=O)NCc2ccc(F)cc2)c1
9	-9%	-2%	?	COc1ccc(-c2noc(C3CCCN(S(=O)(=O)c4cccc(Cl)c4)C3)n2)cc1OC (stereo not drawn)
/	-4%	/	27	COc1cc(C(=O)NC2CCCCC2)ccc1OCc1ccc(Cl)cc1Cl
0	-5%	1%	-13	COc1ccc(-c2cc(C(=O)N3CCCc4ccccc43)no2)cc1
3	2%	4%	-28	COCCOc1nc2c(c(=O)n(C)c(=O)n2C)n1Cc1cccc(OC)c1
-11	-3%	/	34	COc1ccccc1NC(=S)Nc1cccc(F)c1
-7	-1%	/	-19	COc1ccc(C(=O)N2CCc3ccccc32)cc1
12	-6%	-8%	26	COc1ccc(OC)c(Nc2nc(N)nc(-c3cc4ccccc4o3)n2)c1
0	-3%	4%	?	COc1cccc(NC(=O)Cn2c(=O)c3c(ncn3Cc3ccccc3)n(Cc3ccccc3)c2=O)c1
19	-4%	/	8	COc1cccc(OCc2cc(C3Nc4ccccc4C(=O)N3Cc3ccco3)ccc2OC)c1 (stereo not drawn)

Quoted from the listing:
For IMPase cell inh, `COc1cccc(OCc2cc(C3Nc4ccccc4C(=O)N3Cc3ccco3)ccc2OC)c1` (stereo not drawn) is entered as 19
For 12-hLO inh, `COc1cccc(NC(=O)Cn2c(=O)c3c(ncn3Cc3ccccc3)n(Cc3ccccc3)c2=O)c1` is entered as -3%

Source: PubChem BioAssay (National Center for Advancing Translational Sciences (NCATS))
